# DENV2 CPE – inhibitors of DENV2 cytopathic effect, primary screen, cell-based, plate reader, single concentration; hit rate 1.7% among 350,000; DENV2-infected cells, cytopathic effect rescue; CPE inhibition, % at 9.99 µM; AID 651640, 2012; in the data active means CPE inhibition above about 20%, passing the limit was not always enough; inconclusive means no clear call, values can overlap the other calls; tested in BHK-21 cells;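 further: 0% = median of neutral control wells and 100% = median of positive control wells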
# INS-1E GSIS act – GLuc luminescence reporter in INS-1E cells, primary screen for activators of glucose-dependent secretion of insulin. hit rate 0.61% among 370,000. AID 743287, 2014. INS-1E GLuc reporter insulin secretion, 2-3 h. activation, % at 16.6 µM;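 active means lowest replicate activation of at least 40%, so every replicate reaches that level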;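 further: 0% = median of neutral control wells and 100% = median of IBMX positive control wells; some compounds called inactive have numbers as strong as hits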
# PAX8 reporter – inhibitors of PAX8-driven TPO luciferase reporter, primary screen, RMG-I cells, single concentration; inhibition, % at 12.6 µM; hit rate 1.2% among 360,000; SteadyGlo, 24 h; AID 652154, 2013;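 active means mean replicate inhibition at least 60% with every replicate also reaching 60%; inconclusive means only one of the two criteria is met; inactive means mean below 60% and not all replicates reaching 60%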;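 further: luciferase light reporting Pax8 driven TPO promoter activity; plate controls were median of neutral control wells for no effect and mitoxantrone controls for full effect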
# ERp5 inh – inhibitors of ERp5-driven insulin aggregation, primary screen, biochemical, turbidity, absorbance 650 nm, single point. hit rate 0.05% among 350,000. inhibition, % at 9.99 µM. 90 min;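 active means mean replicate inhibition above about 25%, with every replicate also reaching it, limit read from the data, passing the limit was not always enough; inconclusive means only one of those two criteria met; inactive means neither criterion met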
# Target sequence (Q15084 whole entry, looked up): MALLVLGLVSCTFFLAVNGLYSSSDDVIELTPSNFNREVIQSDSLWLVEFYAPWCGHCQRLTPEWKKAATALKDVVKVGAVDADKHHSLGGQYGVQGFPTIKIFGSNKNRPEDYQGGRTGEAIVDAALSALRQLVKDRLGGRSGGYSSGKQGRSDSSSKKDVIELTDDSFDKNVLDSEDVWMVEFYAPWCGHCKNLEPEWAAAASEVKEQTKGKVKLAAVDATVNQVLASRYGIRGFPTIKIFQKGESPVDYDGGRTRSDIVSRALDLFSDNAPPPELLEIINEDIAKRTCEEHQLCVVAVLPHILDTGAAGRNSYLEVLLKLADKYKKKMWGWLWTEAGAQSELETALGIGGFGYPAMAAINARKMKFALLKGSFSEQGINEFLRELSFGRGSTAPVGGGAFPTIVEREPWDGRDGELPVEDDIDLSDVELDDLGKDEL
# EWS-Fli block – EWS/Fli-driven NR0B1 reporter inhibitors, primary screen, A673 cells, NR0B1 luciferase, luminescence, MLPCN library; viability-normalised; hit rate 0.67% among 350,000; inhibition, % at 12.6 µM;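 active means mean inhibition of at least 50% after viability correction, with every replicate also passing that limit; inconclusive means mean reaches 50% but only one of two replicates passes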;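 further: firefly luciferase signal divided by Alamar Blue viability fluorescence both relative to DMSO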
# CFTR F508del cor – F508del CFTR correction, initial screen, CFBE line, single point; CFBE cells, YFP halide quenching; stimulated with forskolin plus potentiator P3; % fluorescence drop versus neutral controls; activity (quench increase), % at 7.58 µM; hit rate 0.36% among 350,000; AID 720511, 2013;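 active means mean added fluorescence quench of at least 8% versus neutral control, with both replicates also reaching 8%; inconclusive means only one of the mean or replicate conditions met; inactive means mean below 8% and not both replicates reaching 8%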;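 further: cells transiently co-express mutant CFTR-F508del with the halide-sensitive YFP; corrector assay measuring rescue of mutant channel to the surface after 24 h compound exposure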
# ARNT TACC3 PPI – disruptors of ARNT/TACC3 protein interaction, primary screen, biochemical, AlphaScreen, single concentration | Transforming acidic coiled-coil-containing protein 3 (Homo sapiens), Q9Y6A5 | AlphaScreen His-ARNT PAS-B/GST-TACC3 binding, luminescence; TACC3 fragment carries E629A point mutation | inhibition, % at 9.99 µM | hit rate 0.66% among 390,000 | AID 623870, 2012;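 active means mean inhibition of replicates at least 50% and at least half of replicates each reaching 50%; inconclusive means half or more replicates reach 50% but mean below 50%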;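 further: 0% = complete ARNT plus TACC3 wells and 100% = ARNT alone without TACC3; many hits fall short of the cut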
# Xi reactivation – activators of inactive X chromosome reactivation, primary screen, imaging, XiGFP fibroblasts, GFP high-content imaging, set 2. hit rate 0.055% among 360,000. activation, % at 7.58 µM. XiGFP mouse fibroblasts, % GFP-positive cells imaging, 3 d; cells co-treated with 5-aza-dC sensitizer; scaled so ellipticine positive control = 100%;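 active means mean normalized replicate activation at least 10% and every replicate at or above 10%; inconclusive means only one of the two criteria met; inactive means mean below 10% and not all replicates reach 10%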;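 further: 0% = median of on-plate neutral control wells and 100% = ellipticine 6 µM median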
#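 material = 68-5-11 XiGFP fibroblast line | medium = DMEM plus 5-aza-dC sensitizer | schedule = 3 days compound exposure | benchmarks = positive control ellipticine, 6 µM final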
# * marks the source's active call; other numbers are inactive results; u = inconclusive; x = no result given; & = joins results of further samples.
smiles	INS-1E GSIS act	Xi reactivation	ERp5 inh	PAX8 reporter	EWS-Fli block	DENV2 CPE	ARNT TACC3 PPI	CFTR F508del cor
COc1ccccc1N(CC(=O)NC(C)C)S(=O)(=O)c1cccs1	4	-0.1	3	5	-3	-7	1	x
Cc1ccc(C(C)(C)NC(=O)C2CCC(=O)N(CCCN3CCOCC3)C2)cc1 (stereo not drawn)	19	0.0	-1	-7	x	-2	0	2.0
C[C@@H]1CCCCO[C@@H](CN(C)CC2CCCCC2)[C@H](C)CN([C@H](C)CO)C(=O)c2cc(NS(=O)(=O)c3ccc(Cl)cc3)ccc2O1	-19	0.0	x	92*	24	-22	-6	3.4
Cc1noc(N)c1C1(O)C(=O)N(C(C)C)c2ccccc21 (stereo not drawn)	5	0.0	-2	18	1	-1	-5	-0.3
CCCCN(C(=O)CSc1nnc2ccccn12)c1c(N)n(Cc2ccccc2)c(=O)[nH]c1=O	4	0.1	1	-13	3	6	-6	0.9
Cc1cc(NC(=O)c2ccc(NC(=O)C3CCCO3)cc2)ccc1Br (stereo not drawn)	-2	-0.1	6	-77	x	-4	-1	-0.9
CC(C)CCn1c(=O)c2ccccc2n2c(CN3CCOCC3)nnc12	45*	0.0	-11	-11	7	3	-5	-1.3
O=C(c1cc(Cl)ccc1Cl)N1CCN(c2ccccn2)CC1	0	x	2	x	-1	-1	-7	0.6
CC(C)Cc1nnc(NC(=O)c2ccc3c(c2)NC(=O)C(C)S3)s1 (stereo not drawn)	-8	0.1	6	20	-3	-4	-11	1.4
COCCN(C(=O)CSc1n[nH]c(-c2ccccc2)n1)c1c(N)n(Cc2ccccc2)c(=O)[nH]c1=O	3	0.2	-2	15	0	-5	5	-1.8
O=C(C[C@H]1CC[C@H]2[C@@H](COC[C@@H](O)CN2CC2CCCCC2)O1)NCc1ccc(F)cc1	-12	1.1	x	18	2	0	14	-4.0
CCCOc1ccc(OCCOCCNCc2ccccc2)cc1	x	-0.1	9	16	-2	7	-1	x
COc1ccc(C(OCC(O)CN2CCC(O)CC2)c2ccc(OC)cc2)cc1 (stereo not drawn)	1	-0.1	-2	-4	-6	5	-1	-3.5
CC(=O)c1ccc(NC(=O)c2sc3nc(C)c(C)c(C)c3c2N)cc1	3	0.7	1	-134	-120	2	28	2.0
CC(C(=O)Nc1ccc(S(=O)(=O)N2CCCC2)cc1)N1CCc2ccccc2C1 (stereo not drawn)	-19	0.5	-2	11	9	19	1	-1.0
C[C@@H]1CN([C@H](C)CO)S(=O)(=O)c2ccc(C#CC3CCCCC3)cc2O[C@@H]1CN(C)C(=O)Cc1ccncc1	-2	-1.1	10	x	0	12	-1	0.6
CCC(=O)N1CCc2cc(S(=O)(=O)NCCC(=O)NC3CCCCCC3)ccc21	-5	0.2	-1	4	5	-4	-2	-0.9
C[C@@H]1CN([C@@H](C)CO)C(=O)c2cc(NC(=O)Nc3ccc(C(F)(F)F)cc3)ccc2O[C@@H](C)CCCCO[C@@H]1CN(C)Cc1ccncc1	10	0.0	1	83*	3	0	-5	4.3
COc1ccc(NC(=O)CN(C)Cc2c(F)cccc2Cl)cc1S(=O)(=O)N1CCCCC1	-21	0.0	2	3	5	2	8	1.0
O=C(NCCc1ccccc1)c1nc(-c2cccs2)no1	8	0.2	3	-90	-57	11	x	3.4

# (more compounds)
smiles	INS-1E GSIS act	Xi reactivation	ERp5 inh	PAX8 reporter	EWS-Fli block	DENV2 CPE	ARNT TACC3 PPI	CFTR F508del cor
Cc1ccc(-n2cc(CNCCc3cscn3)c(-c3ccc(F)cc3)n2)cc1	-52	0.1	-1	-3	1	4	-2	-1.4
CS(=O)(=O)N1CCSC1c1ccc(Br)cc1 (stereo not drawn)	-8	0.0	-10	39	11	0	2	0.2
COc1ccc(CCNC(=O)C2CCCN(S(=O)(=O)c3cnc[nH]3)C2)cc1OC (stereo not drawn)	-2	0.1	3	-4	-4	-5	-3	0.0
Cc1ccc(OCC(=O)Nc2ccc3c(c2)OCO3)cc1C	9	0.1	6	-16	2	-1	-2	x
CC(C)N(C)C1=CC(=O)C(N(C)C(C)C)=CC1=O	x	-0.1	6	-3	-5	10	16	0.4
Cc1ccccc1-n1c(=O)cc(NCC2CCCO2)[nH]c1=O (stereo not drawn)	7	x	-3	x	0	2	29	0.4
COc1ccc(-n2c(-c3ccc(C)cc3)n[nH]c2=S)cc1	x	-0.1	1	3	2	-3	2	x
C[C@H](CO)N1C[C@H](C)[C@@H](CN(C)Cc2ccncc2)Oc2ncc(C#Cc3ccncc3)cc2C1=O	1	-0.3	x	x	-10	x	x	-2.5
O=C(NN=C1C2CC3CC1CC(Cl)(C3)C2)c1ccccn1	-5	0.0	-1	-10	-1	-7	25	0.7
O=C1/C(=C/c2ccc(F)cc2)SC(=S)N1CCCC(=O)N1CCCCC1CCO (stereo not drawn)	-21	0.0	-2	23	-3	1	-2	0.0
COc1ccccc1CNC(=O)[C@H](C)NC(=O)C1CCN(C(=O)[C@@H](N)C(C)C)CC1	11	x	-6	x	0	10	-15	0.6
Cc1ccc(S(=O)(=O)N2CCOC2CNC(=O)C(=O)NCc2ccncc2)cc1 (stereo not drawn)	-7	-0.2	-3	-20	7	2	x	-0.3
CC(=O)N(C)c1ccc(N=Cc2c(O)ccc3ccccc23)cc1	-3	0.1	0	-4	7	-4	-3	-3.0
O=C(NCc1ccncc1)C(=O)NCC1OCCCN1S(=O)(=O)c1ccc(F)cc1 (stereo not drawn)	15	0.0	-1	-2	x	0	-2	-1.7
Cc1ccc(S(=O)(=O)N(C)C[C@@H]2Oc3ccc(NS(=O)(=O)c4cn(C)cn4)cc3CC(=O)N([C@@H](C)CO)C[C@H]2C)cc1	9	-1.0	x	-17	-8	x	x	-2.7
CC(=O)c1cccc(NC(=O)c2ccc(C)c(S(=O)(=O)N3CCOCC3)c2)c1	-14	0.6	0	-1	5	5	12	-4.1
O=c1nc2c(-c3cccc(Br)c3)n[nH]n2c2ccccc12	1	0.0	-2	26	-15	-5	-1	-0.7
CC(CCn1cccn1)NC(=O)c1cc(COc2ccc(F)cc2F)on1 (stereo not drawn)	-5	0.0	0	-1	-5	-8	4	1.3
Cc1ccccc1-c1cc(C(=O)NCC2CC2)n(CC2CC(c3cccnc3)=NO2)n1 (stereo not drawn)	10	0.1	-6	10	3	-7	0	-1.2
CCCc1nc2nc(C)c(NS(=O)(=O)c3ccc(C)c(C)c3)c(=O)n2[nH]1	x	0.2	-4	-3	4	u	x	1.4

# The list continues:
smiles	INS-1E GSIS act	Xi reactivation	ERp5 inh	PAX8 reporter	EWS-Fli block	DENV2 CPE	ARNT TACC3 PPI	CFTR F508del cor
Nc1nc(NC2CCCCC2)nc(NCCO)c1[N+](=O)[O-]	4	0.0	3	11	-11	-2	0	-2.3
O=C(Oc1ccc(N(C(=O)c2ccncc2)S(=O)(=O)c2ccc(F)cc2)cc1)c1ccncc1	-13	0.0	-7	-14	0	2	-6	x
CN(CC(=O)Nc1c(Cl)cccc1Cl)C(=O)CC1OC(=O)c2ccccc21 (stereo not drawn)	21	1.0	6	8	-3	-2	11	0.9
O=C1[C@H]2[C@@H](c3ccc(F)cc3)N3C(=O)N(c4cccc(Br)c4)C(=O)[C@@]3(Cc3ccccc3)[C@H]2C(=O)N1C1CCCCC1	7	0.5	2	20	18	-18	-12	-0.7
COc1ccc(C(=O)C2CCCN(C(=O)C3=CCCC3)C2)c(C)c1 (stereo not drawn)	10	0.1	2	11	-1	-4	-2	-1.4
Cn1cnnc1SCC(=O)NC1CC1	8	-0.1	5	-10	-8	-4	-8	3.4
COc1ccc(/C=C2\SC(=S)N(CCCC(=O)N3CCOCC3)C2=O)cc1	-2	0.2	-43	-12	x	4	20	-0.5
C[C@@H]1CN([C@@H](C)CO)C(=O)c2cc(C#CC(C)(C)O)cnc2O[C@@H]1CN(C)Cc1cccc(F)c1	46	0.3	x	-8	8	x	x	-0.4
CC(C#N)Sc1ccc(S(=O)(=O)N2CCCCC2)cn1 (stereo not drawn)	7	0.1	2	-6	3	-5	x	0.6
Cc1cc2c(cc1C)-n1nnnc1C(N1CCN(c3ncccc3C#N)CC1)C(=O)N2 (stereo not drawn)	-3	0.2	0	-4	-5	-2	x	3.8
CSc1nsc(/C=C/Nc2ccc(C)c(C)c2)c1C#N	-2	0.5	-2	9	-2	x	-11	1.4
Cc1ccccc1-c1nc(CS(=O)CC(=O)NCCN2CCOCC2)c(C)o1 (stereo not drawn)	x	0.0	-9	-1	3	-3	-1	0.3
O=C(COC(=O)c1ccc2c(c1)OCCO2)Nc1cc(S(=O)(=O)N2CCOCC2)ccc1Cl	11	0.0	3	25	5	16	-1	0.4
Cc1ccc(-n2nnc(-c3cc4ccccc4n3C)n2)cc1	6	0.0	-2	-65	-59	-17	1	-1.2
COc1ccccc1C(=O)CSc1nnc(-c2ccco2)o1	0	0.3	2	-20	-11	u	-9	-0.8
CC1Cc2cc(S(=O)(=O)N3CCC(C(=O)N4CCN(c5ccccc5F)CC4)CC3)ccc2N1C(=O)C1CC1 (stereo not drawn)	-14	0.1	4	36	4	-1	x	1.4
COc1ccc(C(=O)/C=C2/C(=O)Nc3ccccc32)c(OC)c1	-2	0.0	-1	30	59*	2	x	2.0
COC(=O)C1(C(=O)OC)C[C@H](c2ccc(OC)cc2)N(Cc2ccccc2OC)[C@@H]1c1cccs1	x	0.2&0.0	1&-9	-20&-7	-2&4	-2&-1	x	-3.1&1.4
CC(=O)Nc1ccc(Nc2ccc3nonc3c2[N+](=O)[O-])cc1	-1	0.0	-5	10	1	-1	2	-1.9
COc1ccccc1NC(=O)c1nc(S(=O)(=O)Cc2ccccc2)ncc1Cl	47	3.1	-8	130*	59*	7	-8	0.9

# More entries
smiles	INS-1E GSIS act	Xi reactivation	ERp5 inh	PAX8 reporter	EWS-Fli block	DENV2 CPE	ARNT TACC3 PPI	CFTR F508del cor
CC(=O)N(C)C[C@@H]1Oc2cc(C#CCN(C)C)ccc2S(=O)(=O)N([C@H](C)CO)C[C@H]1C	0	-0.2	0	x	-12	1	-7	-1.3
Cc1noc(C)c1NC(=O)N(C)C[C@H]1Oc2c(NC(=O)C3CCOCC3)cccc2C(=O)N([C@H](C)CO)C[C@H]1C	17	0.0	-4	x	0	8	-11	-0.4
Cc1ccc(C(=O)Nc2c(N)nc(SCC(=O)Nc3cc(C)on3)[nH]c2=O)cc1	-11	0.1	2	6	-8	-6	-4	4.1
COC(=O)CCNS(=O)(=O)c1ccc2nsnc2c1	-6	0.1	5	-25	-10	-1	-1	2.1
O=C(NNC(=O)c1ccc[nH]1)Nc1cc(Cl)cc(Cl)c1	-2	-0.1	3	9	11	1	x	2.6
COc1ccc(S(=O)(=O)Nc2ccc3c(c2)C(=O)N([C@@H](C)CO)C[C@@H](C)[C@@H](CN(C)C(=O)Nc2c(C)noc2C)O3)cc1	14	-0.1	23	x	-1	0	-13	-1.4

# Screening data from PubChem BioAssay.

# Random draw from the library. About 4.2% of those tested had a hit in this group.
